Screening data deposited in PubChem BioAssay by National Center for Advancing Translational Sciences (NCATS).
TGFb inhibitor: blocks TGF-b signaling; hit rate 1.2% among 410,000; Potency, µM (series often up to 46.1 µM), for inactives: at the top dose activity, negative = inhibition, usual class: inhibitors; HepG2 CAGA-GFP TGF-b/SMAD3 reporter, GFP fluorescence, 18 h; TGF-beta stimulated, 500 pg/mL final; further: potency means the concentration at half of the fitted maximal effect; on the % scale 0 is the no-effect control and ±100 the full control effect; nearly all actives have a fitted effect of over 65% in size
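Inhibition was scored as loss of TGF-beta-induced (500 pg/mL final, 18 hours, 37 degrees C) GFP in HEPG2 cells carrying a CAGA-GFP reporter, in DMEM with 1% FBS. Well GFP was summed per cell; Activity was normalised to unstimulated and stimulated DMSO wells, then concentration-response fitting.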
Nrf2 ARE act: activators of Nrf2 (ARE) signaling. AREc32 ARE-luciferase reporter (MCF7-derived line), luminescence, 24 h. hit rate 0.31% among 410,000. Potency, µM (titrated, usually from 46.1 µM), for the others: at the top dose activation, actives largely listed as activators; further: potency means the concentration at half of the fitted maximal effect; % of control where 0% means no effect; nearly all actives have a fitted effect of over 65% in size
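Nrf2 activation is followed as ARE-luciferase induction in the AREc32 line after one day of compound treatment; luminescence is read with Steady-Glo.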
ATXN2 expr inh: inhibitors of ATXN2 expression. Potency, µM (highest dose often 57 µM), inactives show at the highest dose activity change, negative = inhibition, most hits filed as inhibitors. hit rate 0.72% among 360,000. AID 1745845. HEK-293 ATXN2-luciferase reporter, luminescence, 24 h; further: potency means the concentration at half of the fitted maximal effect; on the % scale 0 is the no-effect control and ±100 the full control effect; nearly all actives have a fitted effect of over 55% in size
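ATXN2-luciferase reporter cells (luciferase flanked by upstream and downstream ATXN2 gene portions) were treated 24 h at 37 °C with compounds at up to 57 uM. SteadyGlo luminescence gave expression; GF-AFC fluorescence gave viability.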
ATXN viability: reduces viability in counter-screen for ATXN expression inhibitors; S2 cells (HEK-293 line with an ATXN2-luciferase reporter) viability, CellTiter-Fluor protease fluorescence, 24 h; Potency, µM (series often up to 56.7 µM), actives largely listed as cytotoxic; hit rate 0.49% among 400,000; AID 651635; further: potency means the concentration at half of the fitted maximal effect; nearly all actives have a fitted effect of over 40% in size
HepG2 viability: counter-screen for TGF-b inhibitors: cytotoxicity in HepG2 cells; HepG2 CAGA-GFP viability, ATP luminescence, 18 h; Potency, µM (series often up to 46.1 µM), without a hit: top-dose activity change, negative = cytotoxicity, hits mostly cytotoxic; hit rate 0.76% among 410,000; further: potency means the concentration at half of the fitted maximal effect; some results filed as inactive show a strong effect at the top dose
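HepG2 CAGA-GFP cells (1000/well, DMEM with 1% FBS) received compound, then TGF-beta at 500 pg/mL final, and were incubated 18 hours at 37 degrees C. Viability was read by CellTiter-Glo luminescence. Media-only wells were set as complete cell-killing and DMSO as no toxicity.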
A549 viability: kills or reduces viability of A549 cells in Nrf2 counter-screen; A549 ARE-Fluc cells, CellTiter-Fluor viability, 18-24 h; Potency, µM (titrated, usually from 46 µM), without a hit: top-dose activity change, negative = cytotoxicity, most hits filed as inhibitors; hit rate 0.16% among 390,000; AID 504648; further: potency means the concentration at half of the fitted maximal effect; on the % scale 0 is the no-effect control and ±100 the full control effect
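Cytotoxicity counterscreen: CellTiter-Fluor fluorescence was measured in A549 ARE_Fluc cells after 18-24 h of compound exposure in a concentration series. The subsequent BugLite luminescent read reports ARE-luciferase activity.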
Nrf2 block: Nrf2 pathway inhibition; AID 504444; A549 ARE-Fluc reporter, luciferase luminescence, 18-24 h; hit rate 2.1% among 360,000; Potency, µM (titrated, usually from 46 µM), for the others: at the top dose activity change, negative = inhibition, usual class: inhibitors; further: potency means the concentration at half of the fitted maximal effect; on the % scale 0 is the no-effect control and ±100 the full control effect; nearly all actives have a fitted effect of over 60% in size
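Nrf2 function is reported as luminescence of an ARE-controlled luciferase in A549 cells. Compounds were tested at several concentrations, and a CellTiter-Fluor read on the same wells flagged cytotoxicity.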
EPAC2 agonist: activates human EPAC2 exchange factor; Q8WZA2; EPAC2 activation, biochemical qHTS; response scale: 100% = 6.5 mM cAMP response; Potency, µM (titrated, usually from 154 µM), for the others: top-dose activation, most hits filed as activators; hit rate 0.079% among 360,000; AID 720711; further: potency means the concentration at half of the fitted maximal effect; nearly all actives have a fitted effect of over 50% in size
Target sequence (Q8WZA2 whole entry, looked up): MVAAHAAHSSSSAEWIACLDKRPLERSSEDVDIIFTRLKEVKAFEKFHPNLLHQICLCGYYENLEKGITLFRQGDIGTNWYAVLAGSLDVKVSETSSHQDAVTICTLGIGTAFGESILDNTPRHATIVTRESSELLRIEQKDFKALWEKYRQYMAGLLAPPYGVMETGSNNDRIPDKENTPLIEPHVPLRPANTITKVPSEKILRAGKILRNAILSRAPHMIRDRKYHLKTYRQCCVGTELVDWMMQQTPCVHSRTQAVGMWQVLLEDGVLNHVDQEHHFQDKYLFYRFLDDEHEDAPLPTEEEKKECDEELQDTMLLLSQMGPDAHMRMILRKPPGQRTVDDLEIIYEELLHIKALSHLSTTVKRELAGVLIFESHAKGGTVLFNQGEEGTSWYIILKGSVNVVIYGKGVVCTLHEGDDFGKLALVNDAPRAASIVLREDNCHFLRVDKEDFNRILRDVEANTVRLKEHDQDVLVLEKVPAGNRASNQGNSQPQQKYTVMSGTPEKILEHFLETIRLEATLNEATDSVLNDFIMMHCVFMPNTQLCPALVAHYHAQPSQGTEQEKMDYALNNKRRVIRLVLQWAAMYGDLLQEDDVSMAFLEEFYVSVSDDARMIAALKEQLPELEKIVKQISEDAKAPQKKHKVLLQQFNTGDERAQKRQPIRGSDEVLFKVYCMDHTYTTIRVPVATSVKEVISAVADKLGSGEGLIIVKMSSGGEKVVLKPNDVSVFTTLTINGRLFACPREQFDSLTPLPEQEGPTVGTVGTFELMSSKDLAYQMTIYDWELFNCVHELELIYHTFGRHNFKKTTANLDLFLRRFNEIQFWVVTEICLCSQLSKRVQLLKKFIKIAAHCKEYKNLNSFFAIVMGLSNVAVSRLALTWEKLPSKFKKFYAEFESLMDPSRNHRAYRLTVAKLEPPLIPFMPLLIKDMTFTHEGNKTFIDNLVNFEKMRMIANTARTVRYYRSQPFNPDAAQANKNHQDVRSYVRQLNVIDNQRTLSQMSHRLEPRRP
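EPAC2 (100 nM) mixed with Rap1B loaded with BODIPY-GDP (250 nM) plus 50 uM unlabeled GDP; compounds pinned in, 5 min RT, then read every 5 min for 30 min (ex 480, em 540 nm). Normalized to cAMP control.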
IL-2 act: activators of IL-2; IL-2 activation reporter assay, cell-based qHTS; stimulated with anti-CD3/CD4/CD28 beads; in transgenic mouse T cells; activation, % (series mostly up to about 46 µM); hit rate 0.065% among 360,000; AID 652025; in the data active means activation above about 50%; inconclusive means mostly about 30% to 49%; further: 0% is about no effect
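Readout: EGFP and DsRed signals by fluorescent plate cytometry. Unstimulated transgenic mouse T cells received compound 60 min before antibody-bead stimulation, then incubated 18 h at 37 degrees C.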
* marks the source's active call; other numbers are inactive results; i = inactive; u = inconclusive; x = not tested or not shown; & = joins results of further samples; [ ] = remark or other dose. Unless noted, the call rests on the fitted dose curve; in most records, active means well fitted curve in the direction sought with a large enough effect; inconclusive means small, poorly fitted or top-dose-only effect, or another doubt; inactive means no such curve, though single readings can be large; an effect the other way counts as inactive or inconclusive.

Each structure is followed by: EPAC2 agonist	HepG2 viability	Nrf2 block	Nrf2 ARE act	ATXN2 expr inh	A549 viability	TGFb inhibitor	IL-2 act	ATXN viability
> O=C(c1cccc(S(=O)(=O)N2CCOCC2)c1)N1CCCC1
→ -1%	-4%	4%	-0.3%	-10%	2%	-7%	-1.4	i
> COc1ccc(C(=O)N2CCC(c3nc(-c4ccc(S(=O)(=O)N5CCCC5)cc4)no3)CC2)cc1
→ x	-10%	21µM*	-0.5%	x	u	2%	x	x
> O=C(NCCN1CCCC(O)C1)c1cc(COc2ccc(F)cc2Cl)on1 (stereo not given)
→ -3%	12%	2%	0.0%	6%	1%	0%	-1.7	i
> COc1ccccc1C(=O)O/N=C(\N)c1ccccn1
→ 9%	-26%	u	9.2%	u	-4%	u	0.6	i
> Cc1ccc(Cn2nc(C)c(NC(=O)c3cc(-c4ccco4)on3)c2C)cc1
→ 4%	-24%	-27%	-0.6%	u	-17%	-1%	-2.9	i
> O=C(NCC1COc2ccccc2O1)C1CCC(CNc2c(N3CCCCC3)c(=O)c2=O)CC1 (stereo not given)
→ 12%	-10%	0%	-0.5%	4%	0%	4%	0.2	i
> CN1CCC(=NNC(=O)CSCc2ccccc2)CC1
→ 11%	2%	-3%	-0.1%	5%	-1%	2%	-0.8	i
> O=C(CSc1nnc(-c2ccncc2)n1CC1CCCO1)NCc1ccccc1 (stereo not given)
→ 4%	-80%	14%	0.1%	1%	-1%	0%	3.6	i
> Cc1ccc(S(=O)(=O)n2[nH]c(=O)cc2N)cc1
→ 6%	16%	-3%	0.3%	1%	-2%	3%	-2.7	i
> CN(C[C@H](Cc1ccccc1)N(C[C@H](Cc1cccc2ccccc12)N(CCc1ccccc1)N=O)N=O)N=O
→ 4%&4%	3%	8%	0.4%&0.3%	5%&14%	-1%	-16%	0.4&-0.5	i
> COc1ccc(N2CCN(C(=O)CN3CCSc4ccccc43)CC2)cc1
→ x	-3%	x	0.7%	-7%	-6%	-5%	x	i
> O=C(CC1CCCC1)Nc1nnc(C2CC2)s1
→ 5%	1%	1%	1.0%	12%	0%	-1%	-1.4	i
> CCOc1ncccc1C(=O)NCC(c1ccco1)N1CCCCC1 (stereo not given)
→ 9%	6%	6%	2.1%	5%	2%	-4%	0.1	i
> COc1cc(/C=C(\NC(=O)c2ccccc2)C(=O)NCC(=O)O)c([N+](=O)[O-])cc1OC
→ 1%	8%	14%	2.6%	2%	-13%	27%	0.1	i
> CC1CCN(C(=O)Cn2nnc(-c3cccs3)n2)CC1
→ 1%	-1%	24%	2.4%	2%	-4%	1%	0.0	u
> CN(C)C1(CNC(=O)CC(NC(=O)c2ccccc2Cl)c2ccccc2)CCCCC1 (stereo not given)
→ 2%	-71%	6%	-0.1%	5%	1%	-27%	0.2	i
> COc1ccc(/C=C2/SC(=S)N(CC(=O)O)C2=O)cc1OCc1ccc(Cl)cc1
→ 5%	-13%	19%	3.9%	62%[activator]	-11%	-27%	0.6	i
> O=c1[nH]c2ccc(NCc3ccc(OCc4ccccc4Cl)cc3)cc2[nH]1
→ 3%	-14%	3%	5.5%	x	15%	-9%	0.3	i
> N#Cc1c(-c2ccc(Cl)cc2)c2c([nH]c1=O)-c1ccccc1OC2
→ 2%	1%	u	-1.7%	-24%	3%	7%	-4.8	x
> CC(C)C(OC(=O)c1ccco1)C(=O)NCc1cccs1 (stereo not given)
→ -1%	6%	5%	-0.3%	-5%	6%	u	2.4	i
> CCOc1ccccc1NC(=O)c1nnn(-c2ccc3c(c2)OCCO3)c1N
→ -7%	15%	2%	5.3%	-2%	-19%	-4%	-0.7	u
> COc1ccc2nc(NC(=O)CNS(=O)(=O)c3cccs3)sc2c1
→ 18%	-12%	1%	0.0%	13%	1%	2%	-2.0	i
> O=c1c(Cc2ccc(F)cc2)c(O)ccn1CCCn1ccnc1
→ 3%	27%	11%	0.2%	x	0%	2%	0.9	i
> CCOC(=O)C(CC)Sc1nnc2n1C(C)(C)Cc1ccccc1-2 (stereo not given)
→ 5%	-9%	-2%	0.0%	-11%	11%	0%	-2.8	i
> O=C(CSc1nc2nccnc2c(=O)n1CCc1c[nH]c2ccccc12)Nc1ccccc1
→ x	3%	13%	6.3%	x	6%	-25%	x	x
> CC(C)CN(C(=O)c1ccc2c(c1)OCO2)C1CCS(=O)(=O)C1 (stereo not given)
→ 4%	4%	1%	-0.4%	5%	3%	3%	0.0	i
> Cc1ccccc1Oc1nc2c(C)cccn2c(=O)c1/C=C(\C#N)C(=O)NC1CCS(=O)(=O)C1 (stereo not given)
→ -4%	6.3µM*	-20%	u	-31%	-1%	u	-0.7	u
> CCOCCCNC(=O)C(c1ccc(C)cc1)N(Cc1ccc2c(c1)OCO2)C(=O)c1cnccn1 (stereo not given)
→ -12%	-7%	4%	-0.6%	-20%	-11%	13%	-0.6	i
> CCOC(=O)C1(C)CCN1C(=O)c1ccc2c(c1)CCO2 (stereo not given)
→ 2%	11%	x	1.4%	15%	x	-8%	-0.4	i
> COc1ccccc1CCc1nnc(CCC(=O)NC(C)Cn2nc(C)cc2C)o1 (stereo not given)
→ 3%	12%	2%	-1.0%	-31%	1%	10%	1.5	u
> O=C(Cn1cnc2ccccc21)N/N=C/c1cccnc1
→ 6%	-5%	-11%	0.1%	-8%	2%	-2%	-0.3	i
> CC(=O)Nc1ccc(C(=O)OCc2ccc(F)cc2Cl)cc1
→ 1%	6%	-25%	-0.4%	5%	6%	3%	-2.6	i
> O=C(CN1C(=O)NC2(CCCC2)C1=O)N1CCN(S(=O)(=O)c2ccccc2Br)CC1
→ -2%	-2%	-16%	0.1%	0%	-12%	1%	-0.6	i
> Cc1ccc2nc(NC(=O)Cn3cc4c(n3)CCCCC4)sc2c1
→ 6%	-16%	u	0.1%	5%	1%	-5%	-1.6	i
> CCn1cc(/C=C(\NC(=O)c2ccccc2)C(=O)NCCCn2ccnc2)c2ccccc21
→ 11%	1%	x	4.8%	x	x	-1%	-1.1	i
> O=c1[nH]c(C(F)(F)C(F)(F)C(F)(F)F)no1
→ 15%	-20%	3%	-0.4%	-3%	6%	-1%	1.0	i
> CCOc1ccc(/C=N/NC(=O)C(OC)c2ccccc2)cc1 (stereo not given)
→ 0%	12%	-3%	2.3%	15%	-10%	6%	1.2	i
> COc1ccc(C(=O)N2CCCC(CO)(Cc3ccccc3C)C2)o1 (stereo not given)
→ 2%	10%	9%	0.4%	3%	-4%	-11%	-1.9	i
> COc1ccc(OC)c2c1C(=O)c1ccccc1C2=O
→ 89µM*	-1%	-24%	0.1%	1%	-14%	43%[activator]	12	i
> CCn1cc2nc(SCc3cccc(C)c3)n(CCc3ccccc3)c(=O)c2n1
→ x	-74%	u	-1.2%	u	-3%	u	x	u

Continued, overlapping the part above by 3 compounds.
Each structure is followed by: EPAC2 agonist	HepG2 viability	Nrf2 block	Nrf2 ARE act	ATXN2 expr inh	A549 viability	TGFb inhibitor	IL-2 act	ATXN viability
> COc1ccc(C(=O)N2CCCC(CO)(Cc3ccccc3C)C2)o1 (stereo not given)
→ 2%	10%	9%	0.4%	3%	-4%	-11%	-1.9	i
> COc1ccc(OC)c2c1C(=O)c1ccccc1C2=O
→ 89µM*	-1%	-24%	0.1%	1%	-14%	43%[activator]	12	i
> CCn1cc2nc(SCc3cccc(C)c3)n(CCc3ccccc3)c(=O)c2n1
→ x	-74%	u	-1.2%	u	-3%	u	x	u
> CSc1ncccc1C(=O)Nc1ccccc1N1CCOCC1
→ -1%	5%	17%	0.0%	-12%	8%	u	5.8	i
> CC(=O)N(CN1C(=O)C2C3C=CC(C3)C2C1=O)c1cccc(Cl)c1 (stereo not given)
→ -1%	5%	-6%	-0.2%	-9%[11.3 µM]	-8%	19%	2.2	i
> COc1ccc(-c2csc(NC(CO)c3nc4ccccc4n3CCOCCO)n2)cc1 (stereo not given)
→ 8%	-14%	u	7.4%	25%	-2%	4%	-0.1	i
> CC(=O)c1ccc(N2CCN(c3ccc4cc(S(=O)(=O)N5CCCCC5)ccc4n3)CC2)cc1
→ x	-15%	-23%	1.0%	2%	-6%	-33%	x	i
> O=C(CCCN1C(=O)/C(=C/c2ccc(F)cc2)SC1=S)NCCCn1ccnc1
→ -5%	-8%	13%	26%	19%	-19%	-8%	-1.9	i
> COc1ccc(C2=NN(C(=O)c3cccc([N+](=O)[O-])c3)C(c3cccc([N+](=O)[O-])c3)C2)cc1 (stereo not given)
→ 1%	-11%	-2%	0.3%	-3%	2%[1.84 µM]	-1%	-1.9	i
> O=C(CCCCCN1C(=O)c2cccc([N+](=O)[O-])c2C1=O)NCCc1ccccc1
→ 2%	-22%	x	0.5%	x	x	-2%	3.5	i
> O=C1NC[C@@H](CCCCN2C[C@H](Cc3ccc(O)cc3)N(Cc3ccccc3)C(=O)C2=O)N(CCc2ccc(O)cc2)C1=O
→ 13%	x	x	0.6%	6%	x	x	-0.4	i
> COCCNc1nc(NCCNC(C)=O)c2sc(-c3ccccc3)cc2n1
→ 3%	-36%	x	5.2%	-9%	x	-31%	0.3	i
> CC(=O)Nc1sc(/C(C#N)=C/c2ccc(Cl)c(Cl)c2)nc1-c1ccc(C)cc1
→ 27%	-13%	-7%	-0.2%	-13%	u	0%	5.0	x
> CN(C)Cc1nnnn1-c1ccccc1
→ 9%	-29%	5%	0.3%	9%	-6%	-18%	0.3	i
> CN1C(=O)CC(C(=O)O)SC1=Nc1ccc(F)cc1 (stereo not given)
→ 7%	-12%	-11%	1.8%	7%	-2%	1%	-0.2	i
> CCn1c(SCC(=O)NCC2CCCO2)nnc1-c1ccc(S(=O)(=O)N2CCN(C)CC2)cc1 (stereo not given)
→ 1%	-2%	-8%	0.3%	-19%	0%	-17%	0.3	i
